PKM2 activator – activators of human pyruvate kinase M2 | AID 1631 | 260,000 tested, 0.34% active | purified PKM2, Kinase-Glo ATP luminescence, activation; response scale: 0% is enzyme alone, no compound | Potency, µM (doses to about 57.5 µM), for inactives: at the highest dose activation, hits mostly activators | P14618; note: potency is the fitted concentration of half-maximal effect; % is set by controls: 0 for no effect and ±100 for the full control effect; nearly all actives have a fitted effect of over 55% in size
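Purified hPK-M2 (>95% pure) converted ADP (0.1 mM final) to ATP with 0.5 mM PEP in 50 mM imidazole pH7.2, KCl, MgCl2, Tween 20, BSA; 1 h at room temperature. ATP detected by Kinase-Glo luminescence.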
p53 reactivation – restores transcriptional activity of mutant p53 | H1299 p53-A138V BP100-luciferase reporter, luminescence, 24 h | Potency, µM (doses to about 92.2 µM), inactives show top-dose activity change, positive = activation, actives largely listed as activators | 320,000 tested, 0.063% active | AID 504706; note: potency is the fitted concentration of half-maximal effect; % of control where 0% means no effect; nearly all actives have a fitted effect of over 45% in size
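p53-null H1299 cells stably carrying temperature-sensitive p53-A138V and a BP100-luciferase reporter were pinned with compounds (4-point, 1:5 series) and held 24 hrs at 37 deg C. Luminescence was read 10 min after detection reagent.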
Gal4-VP16 FLuc – counter-screen for ROR gamma inhibitors: Gal4-VP16 reporter; Drosophila S2 Gal4-VP16 UAS-luciferase, luminescence, 20 h; Potency, µM (highest dose often 53.6 µM), for the others: at the highest dose activity, negative = inhibition, usual class: inhibitors; 310,000 tested, 3.5% active;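 note: Gal4-VP16 expression switched on by copper sulfate through the metallothionein promoter; potency is the fitted concentration of half-maximal effect; % is set by controls: 0 for no effect and ±100 for the full control effect; nearly all actives have a fitted effect of over 50% in size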
FLuc counter – counter-screen for miR-21 project: firefly luciferase inhibitors or activators; Potency, µM (titrated, usually from 57.5 µM), inactives show at the top dose activity change, negative = inhibition, hits mostly inhibitors; 360,000 tested, 6.9% active; purified FLuc, Km substrates, luminescence inhibition; P08659; AID 588342;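 note: potency is the fitted concentration of half-maximal effect; plate controls were vehicle for no effect and reference inhibitor for full effect; nearly all actives have a fitted effect of over 55% in size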
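Purified P. pyralis luciferase, 10 nM final, with Km-level 10 uM D-luciferin and 10 uM ATP in 50 mM Tris acetate pH 7.5, 10 mM Mg acetate, 0.01% Tween-20, 0.05% BSA; 6-point qHTS titration about 60 µM downward; luminescence read.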
Rab9 prom act – activates the Rab9 promoter; Huh7 Rab9 promoter-luciferase reporter, luminescence, 24 h; Potency, µM (highest dose often 9.22 µM), without a hit: at the top dose activation, negative = inhibition, most hits filed as activators; 320,000 tested, 2.8% active; AID 485297; note: potency is the fitted concentration of half-maximal effect; % of control where 0% means no effect; nearly all actives have a fitted effect of over 60% in size
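Measured in stably transfected Huh7 cells bearing a Rab9 promoter–luciferase construct: 24 h compound treatment at 37 °C, followed by luminescence detection.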
Menin MLL FP TR – displaces Texas Red mutant MLL peptide from human menin; Menin + Texas Red MLL mutant peptide, fluorescence polarization; 270,000 tested, 0.23% active; Potency, µM (doses to about 61.6 µM), for the others: top-dose FP activity change, negative = inhibition, most hits filed as inhibitors; O00255; active = well fitted inhibition curve with a large enough effect in the polarisation, with a control signal flat, not every such curve was filed as active; inconclusive = small, poorly fitted or top-dose-only effect, or effect the other way, or a change in a side signal; inactive = no such curve, though single readings can be large or run the other way; the % refers to the polarisation; note: potency is the fitted concentration of half-maximal effect; % of control where 0% means no effect; many of its hits are not listed in these tables
Target sequence (O00255 whole entry, looked up): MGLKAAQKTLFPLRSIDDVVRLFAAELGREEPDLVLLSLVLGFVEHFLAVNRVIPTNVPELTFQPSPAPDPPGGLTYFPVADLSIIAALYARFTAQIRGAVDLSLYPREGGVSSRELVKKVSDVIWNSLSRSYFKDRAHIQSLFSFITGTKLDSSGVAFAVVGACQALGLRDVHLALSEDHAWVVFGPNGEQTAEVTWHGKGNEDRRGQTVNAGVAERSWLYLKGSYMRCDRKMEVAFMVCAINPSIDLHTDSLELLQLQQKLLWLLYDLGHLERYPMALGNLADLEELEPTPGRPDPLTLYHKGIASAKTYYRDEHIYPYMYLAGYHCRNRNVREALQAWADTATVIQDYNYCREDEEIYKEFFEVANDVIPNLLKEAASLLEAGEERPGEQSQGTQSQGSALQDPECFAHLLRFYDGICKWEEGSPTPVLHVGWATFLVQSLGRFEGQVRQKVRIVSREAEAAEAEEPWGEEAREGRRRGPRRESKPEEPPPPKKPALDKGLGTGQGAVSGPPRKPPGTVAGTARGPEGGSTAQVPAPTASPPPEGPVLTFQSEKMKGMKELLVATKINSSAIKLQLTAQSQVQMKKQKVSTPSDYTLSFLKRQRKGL
BRCA1 expr up – increases BRCA1 expression; MCF7-BRCA1-FFLuc reporter, luminescence, 48 h; response scale: scaled: vehicle 0%, 10 µM genistein 100%; Potency, µM (titrated, usually from 46.1 µM), without a hit: at the highest dose activation, most hits filed as activators; 380,000 tested, 1.1% active; note: potency is the fitted concentration of half-maximal effect; nearly all actives have a fitted effect of over 80% in size; some results filed as inactive show a strong effect at the top dose
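MCF7-BRCA1-FFLuc cells, 2000/well in phenol-red-free MEM, attached 2 h then treated 48 h at 37 C. Luciferase luminescence read 15 min after reagent; normalized to genistein maximum activation (10microM) and DMSO, concentration-response fitted.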
Giardia killer – Giardia lamblia killing. Giardia lamblia trophozoite viability. activity change, % at 7.66 µM, hits read low. 340,000 tested, 0.15% active; in the data active = activity change below about -80%; inconclusive = between about -30% and that limit;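 note: parasites exposed to compound for two days anaerobically before the ATP read; % is set by controls: 0 for no effect and ±100 for the full control effect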
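Killing of trophozoites was scored by loss of ATP luminescence after a 48 hrs anaerobic exposure to compounds at 37 deg C, using 100 cells per well.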
RORg inh – ROR gamma (mouse) transcription inhibition; P51450; Drosophila S2 Gal4-RORgamma UAS-luciferase reporter, 20 h; Potency, µM (highest dose often 53.6 µM), for the others: top-dose activity change, negative = inhibition, most hits filed as inhibitors; 310,000 tested, 5.4% active; AID 2551; note: potency is the fitted concentration of half-maximal effect; % is set by controls: 0 for no effect and ±100 for the full control effect; nearly all actives have a fitted effect of over 60% in size
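Schneider cells (Drosophila), stable Gal4 DBD–ROR gamma + UAS-luc; 1 hr cmpd preincubation; Cu2+ induction 700 uM final; 20 hr ambient; luminescence.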
ELG1 genotoxic – induces genotoxicity in HEK293T cells with luciferase-tagged ELG1; HEK293T ELG1-luciferase reporter, luminescence, 16 h; Potency, µM (top dose mostly 46 µM), without a hit: at the highest dose activity change, positive = activation, hits mostly activators; 330,000 tested, 1.3% active; note: potency is the fitted concentration of half-maximal effect; % of control where 0% means no effect; nearly all actives have a fitted effect of over 60% in size
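HEK293T cells expressing luciferase-tagged ELG1 were exposed to compound or DMSO vehicle for 16 hr at 37 °C and 5% CO2. Luciferase activity was then measured with ONE-Glo after 30 min at room temperature.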
NPC1 prom act – activators of NPC1 promoter; Huh7 NPC1 promoter luciferase reporter, 24 h; Potency, µM (top dose mostly 9.22 µM), for the others: top-dose activation, actives largely listed as activators; 320,000 tested, 2.4% active; AID 485313;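 note: potency is the fitted concentration of half-maximal effect; % of control where 0% means no effect; nearly all actives have a fitted effect of over 60% in size; reporter is driven by a mutant NPC1 promoter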
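Readout is luciferase luminescence, reflecting NPC1 promoter activation in stably transfected Huh7 cells after 24 h compound exposure at 37 °C in reduced-serum medium with 10% FBS.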
* hit, by the source's call; ? = inconclusive; nt = no result given; & = joins results of further samples; [ ] = dose if it differs, or a comment. Unless noted, calls come from the whole dose curve; as a rule, active = well fitted curve in the direction sought with a large enough effect; inconclusive = small, poorly fitted or top-dose-only effect, or another doubt; inactive = no such curve, though single readings can be large; an effect the other way counts as inactive or inconclusive. Some of the compounds tested; count on the stated rates, not on these rows.

Order of values – PKM2 activator	p53 reactivation	Gal4-VP16 FLuc	FLuc counter	Rab9 prom act	Menin MLL FP TR	BRCA1 expr up	Giardia killer	RORg inh	ELG1 genotoxic	NPC1 prom act
- COc1ccc(C2c3c(oc4ccccc4c3=O)C(=O)N2c2ccccn2)cc1OC (stereo not drawn)
  8%	1%	-4%	4%	-1%	14%	7%	1	-25%	3%	-4%
- O=C(CCc1ccccc1)NNC(=O)c1ccccn1
  2%	?	?	1%	1%	1%	-68%	18	10µM*	2%	-5%
- Cc1noc(C)c1C(=O)N1CCN(Cc2ccc3c(c2)OCO3)CC1
  7%	-11%	nt	0%	2%	5%	9%	9	-40%[0.365 µM]	1%	-6%
- COc1cccc(/C=C/C(=O)NNC(=O)c2cc(C)oc2C)c1
  nt	-3%	nt	-15%	0%	nt	-9%	0	nt	-1%	8%
- COc1ccc(C(=O)NNC(=O)C2CCN(S(=O)(=O)c3ccc(C)cc3)CC2)cc1
  1%	-5%	-1%	-1%	-22%	9%	17%	-5	?	-5%	-6%
- COc1ccc(N=C2NN=C(c3ccc4c(c3)OCCO4)CS2)cc1
  3%	6%	24%	?	23%	?	36%	-4	6%	15%	0%
- Cc1ccc(S(=O)(=O)NCCC(=O)Nc2cccc(S(N)(=O)=O)c2)cc1C
  18%	26%	8%	0%	-2%	3%	44%	-9	-17%	-2%	2%
- Cc1nc2ccc(Br)cc2c(-c2ccccc2)c1C(=O)O
  nt	-6%	-4%	-6%	-8%	17%	-2%	-2	11%	-4%	0%
- Cc1ccc(S(=O)(=O)CCC(=O)OCC(=O)c2ccc(C)c(C)c2)cc1
  8%	2%	-6%	?	1%	4%	-3%	-14	-1%	-1%	-4%
- CC(=O)N1c2ccc(S(=O)(=O)N3CCC(C(=O)N4CCN(c5ccccc5F)CC4)CC3)cc2CC1C (stereo not drawn)
  nt	-10%	4%	-3%	2%	nt	10%	2	?	-8%	5%
- CC1CCCCN1Cc1ccc(-c2nn[nH]n2)cc1 (stereo not drawn)
  5%	0%	1%	5%	-7%	-8%	4%	-10	11%	0%	0%
- CC(C)CN1C(=O)c2ccc(C(=O)Nc3ccc(O)cc3C(=O)O)cc2C1=O
  nt	4%	-2%	6µM*	12%	?	-16%	-4	15%	-2%	-3%
- O=c1[nH]n2c(=O)c3c([nH]c2c1N=Nc1cccc(Cl)c1)CCC3
  23%	0%	?	-11%	0%	?	-1%	0	-2%	-1%	-2%
- O=C(CCN1C(=O)C2CC=C(Cl)CC2C1=O)Nc1ccccc1O (stereo not drawn)
  -3%	5%	13%	5%[2.3 µM]	2%	13%	0%	-2	33%	-3%	2%
- O=C(NC1CCCCC1)C(c1cccnc1)N(C(=O)c1ccc(Cl)nc1)C1CCCCC1 (stereo not drawn)
  -6%	0%	-10%[10 µM]	-3%	-10%	8%	-5%	2	7%	1%	-1%
- CN(Cc1ccccc1)S(=O)(=O)c1ccc(OCC(=O)NCc2ccccn2)cc1
  nt	-4%	4%	5%	-1%	-6%	-13%	-9	19%	-12%	-3%
- CC(C)n1ncc2c(C(=O)N3CCN(c4ccc(F)cc4)CC3)cc(-c3ccccc3)nc21
  nt	-1%	nt	-1%	-1%	nt	-15%	14	nt	-2%	-2%
- Nc1ccc2nc(-c3cccc(-c4nc5ccc(N)cc5[nH]4)c3)[nH]c2c1
  nt	1%	-4%	7.6µM*	-11%[1.84 µM]	?	10%	-1	17%	-5%	-3%
- Cc1csc(SCC(=O)Nc2nncs2)n1
  nt	2%	1%	?	1%	-8%	2%	-4	-7%	7%	-2%
- COc1ccc(C(=O)NC2CCN(CC(=O)NCc3ccccc3F)CC2)cc1
  -12%	-4%	0%	-7%	-2%	-8%	3%	1	-12%	4%	1%
- COc1cccc(Nc2nc3ccc(C(=O)c4ccccc4)cc3n3cnnc23)c1
  2%	0%	-5%	4%	1%	nt	-69%	1	11%	-3%	-6%
- COc1ccc(C2Nc3ccccc3C(=O)N2Cc2ccccc2)cc1Cn1nnc2ccccc21 (stereo not drawn)
  -21%	1%	-3%	-1%	2%	?	-55%	-15	14%	-3%	-2%
- Cc1ccc(N2C(=O)NC(NC(=O)C(C)(C)C)(C(F)(F)F)C2=O)cc1 (stereo not drawn)
  -18%	-2%	2%	2%	1%	-20%	-8%	15	?	4%	1%
- O=C(CSc1ccc(-c2cccc([N+](=O)[O-])c2)nn1)N1CCCCCC1
  -4%	9%	?	3%	15%	0%	0%	-6	11%	-6%	-1%
- COc1ccc(-c2nnc(SCc3ncc(-c4ccccc4)o3)o2)cc1
  -3%	24%	-21%	-18%	-9%	13%	0%	17	?	-5%	-4%
- Cc1noc(C)c1COC(=O)C(c1ccccc1)c1ccccc1
  -4%	-2%	-26%	-17%	1%	-18%	-30%	-27	-25%	12%	-6%
- COc1cc([N+](=O)[O-])ccc1NC(=O)Oc1ccc(NC(C)=O)cc1
  -1%	-11%	3%	-8%	-4%	-24%	25%	-9	14%	6%	-3%
- Cn1c(C(=O)N2CCCC(C(=O)NCc3ccc4c(c3)OCO4)C2)cc2sccc21 (stereo not drawn)
  -2%	11%	6%	-2%	-5%	3%	-15%	-18	14%	-14%	-1%
- CN1C(=O)C(O)(c2sc(N)nc2-c2ccccc2)c2ccccc21 (stereo not drawn)
  1%	5%	2%	-1%	-3%	-1%[11.7 µM]	14%	-24	21%	4%	0%
- CCN(CC)S(=O)(=O)c1ccc2[nH]c(=O)cc(C(=O)Nc3ccccc3N3CCCC3)c2c1
  2%	1%	-1%	1%	-2%	21%	-23%	-5	3%	-2%	-3%
- CCN1C(=O)[C@H]2[C@@H](c3ccc(-c4ccccc4)cc3)N[C@@](CC(C)C)(C(=O)OC)[C@H]2C1=O
  nt	-6%	nt	-2%	-10%	nt	-3%	-4	nt	-1%	-5%
- FC(F)(F)c1cc(-c2ccco2)nc(-n2nnc3ccccc32)n1
  -17%	2%	-11%	2%	-2%	1%	-68%	10	27%	13%	9%
- CN(C)CCN(Cc1ccccc1)C(=O)[C@H](Cc1ccccc1)N1C(=O)c2ccccc2C1=O
  nt	3%	11%	2%	2%	-8%	-11%	10	-10%	2%	-4%
- Cc1cc(C)cc(NC(=O)CCC(=O)Nc2nnc(C(F)(F)F)s2)c1
  -2%	1%	2%	1%	0%	nt	-1%	26	31%	-1%	-4%
- CCOc1ccc(Cl)cc1S(=O)(=O)N1CCC(C(=O)NCc2cccnc2)CC1
  2%	10%	-6%	2%	-2%	9%	0%	9	10%	6%	0%
- CCCOc1ccccc1NS(=O)(=O)c1ccc2[nH]c(=O)[nH]c2c1
  1%	-2%	-4%	1%	-2%	?	-22%	-22	-1%	9%	-1%
- CCc1c(C)sc(NC(=O)c2cc(-c3ccc(OC)c(OC)c3)on2)c1C#N
  -9%	-3%	-11%	7%&2%	0%	10%	0%	7	-14%	11%	-2%
- O=S1OCCN1c1ccccc1 (stereo not drawn)
  -1%	4%	-1%	0%	-4%	-3%	8%	17	-9%	-1%	1%
- CCn1c(COC(=O)CNC(=O)c2ccccc2)nc2cc(S(=O)(=O)N(C)C)ccc21
  nt	4%	nt	3%	1%	nt	-7%	1	nt	-3%	-3%

In a second layout: 3 of the compounds above.
canonical_smiles	PKM2 activator	p53 reactivation	Gal4-VP16 FLuc	FLuc counter	Rab9 prom act	Menin MLL FP TR	BRCA1 expr up	Giardia killer	RORg inh	ELG1 genotoxic	NPC1 prom act
O=C(CCN1C(=O)C2CC=C(Cl)CC2C1=O)Nc1ccccc1O (stereo not drawn)	-3%	5%	13%	5%[2.3 µM]	2%	13%	0%	-2	33%	-3%	2%
CCN1C(=O)[C@H]2[C@@H](c3ccc(-c4ccccc4)cc3)N[C@@](CC(C)C)(C(=O)OC)[C@H]2C1=O	nt	-6%	nt	-2%	-10%	nt	-3%	-4	nt	-1%	-5%
CC(C)n1ncc2c(C(=O)N3CCN(c4ccc(F)cc4)CC3)cc(-c3ccccc3)nc21	nt	-1%	nt	-1%	-1%	nt	-15%	14	nt	-2%	-2%
